From PubChem
CIT2-GFP yeast = modulators of TOR pathway CIT2-GFP in S. cerevisiae | S. cerevisiae CIT2-GFP strain, flow cytometry, 3 h; 100 means same as DMSO wells | GFP response vs DMSO, % at 10 µM | 320,000 tested, 0.065% active | AID 2029;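 active means GFP response relative to DMSO above a set limit, near the screen mean plus 3 SD, cut at about 150% in these data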;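 further: ratio of well median GFP fluorescence to mean of DMSO wells on the plate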
RPL19A-GFP yeast = modulators of TOR pathway RPL19A-GFP in S. cerevisiae | S. cerevisiae RPL19A-GFP strain, flow cytometry, 3 h; stronger effect = lower value | percent response vs DMSO, % at 10 µM | 330,000 tested, 0.3% active;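 active means percent response vs DMSO below 50%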;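 further: median channel GFP fluorescence of the barcoded RPL19A-GFP strain; ratio of sample median GFP to plate DMSO average so 100% = DMSO; lower means less RPL19A-GFP as with rapamycin TOR inhibition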
AGP1-GFP MLPCN = modulators of TOR pathway AGP1-GFP in S. cerevisiae. S. cerevisiae AGP1-GFP multiplex flow cytometry, 3 h; GFP as percent of DMSO wells. GFP response vs DMSO, % at 10 µM. 320,000 tested, 0.02% active. AID 2066;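 active means GFP response relative to DMSO above a set limit, near screen average plus 3 SD, cut at about 150% in these data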;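 further: median GFP channel fluorescence of the gated AGP1 strain per well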
GRK2 inh = human GRK2 inhibition via aptamer displacement. inhibition of aptamer binding, % at 10 µM. bead flow cytometry, FAM-aptamer displacement from GRK2. 330,000 tested, 0.59% active. P25098;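 active means inhibition of aptamer binding above 40%, roughly 3 SD of noise, on plates passing a quality check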;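 further: median bead fluorescence of bound FAM aptamer so fluorescent compounds give negative values; no value below 0 was filed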
Target sequence (P25098 whole entry, looked up): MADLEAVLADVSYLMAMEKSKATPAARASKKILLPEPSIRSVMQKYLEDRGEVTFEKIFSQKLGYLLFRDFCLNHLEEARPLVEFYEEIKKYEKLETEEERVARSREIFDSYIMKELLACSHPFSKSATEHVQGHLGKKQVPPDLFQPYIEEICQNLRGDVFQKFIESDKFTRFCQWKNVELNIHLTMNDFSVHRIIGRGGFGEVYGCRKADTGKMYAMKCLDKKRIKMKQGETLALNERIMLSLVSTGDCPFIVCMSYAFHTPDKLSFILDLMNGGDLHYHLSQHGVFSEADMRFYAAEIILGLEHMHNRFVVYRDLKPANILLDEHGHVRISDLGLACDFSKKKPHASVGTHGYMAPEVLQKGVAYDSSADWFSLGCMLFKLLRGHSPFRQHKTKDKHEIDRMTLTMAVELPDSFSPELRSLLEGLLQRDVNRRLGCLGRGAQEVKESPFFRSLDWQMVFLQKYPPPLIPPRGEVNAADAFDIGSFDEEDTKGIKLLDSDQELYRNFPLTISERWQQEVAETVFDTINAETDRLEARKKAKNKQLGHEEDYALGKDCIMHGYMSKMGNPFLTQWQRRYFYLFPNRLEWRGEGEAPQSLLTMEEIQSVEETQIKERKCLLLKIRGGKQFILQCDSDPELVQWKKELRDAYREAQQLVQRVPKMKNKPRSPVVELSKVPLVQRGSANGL
CR mimetic SO = yeast age-related superoxide inhibition as caloric restriction mimetic. S. cerevisiae aged cells, superoxide DHE fluorescence; stronger effect = lower value. superoxide response (% of plate mean), % at 10 µM. 330,000 tested, 0.18% active;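 active means superoxide response under a set limit, about three screen SD below normal, cut at about 65% in these data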;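 further: yeast aged for seven days with compound at 30 °C before DHE staining; 100% = average MFI of all compound-treated wells on the plate with controls excluded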
VLA-4 inh = inhibition in a human VLA-4 binding assay. VLA-4 expressing cells, ligand binding flow cytometry. P13612. AID 2557. inhibition, % (about 7 µM as worked out from the volumes in the protocol). 330,000 tested, 0.2% active; in the data active means inhibition above about 50%
LAP4-GFP MLPCN = modulators of TOR pathway LAP4-GFP in S. cerevisiae | S. cerevisiae LAP4-GFP multiplex, flow cytometry GFP, 3 h; median GFP as percent of DMSO wells | GFP response vs DMSO, % at 10 µM | 320,000 tested, 0.34% active | AID 2023;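 active means GFP response vs DMSO above a set limit, about the screen mean plus 3 SD, cut at about 150% in these data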
MEP2-GFP yeast = alters MEP2-GFP fluorescence in TOR pathway yeast screen | S. cerevisiae MEP2-GFP strain, flow cytometry GFP, 3 h; 100% = DMSO control level | GFP response vs DMSO, % at 10 µM | 330,000 tested, 0.51% active | AID 2016;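 active means GFP response versus DMSO above a set limit, roughly screen mean plus 3 SD, cut at about 180% in these data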;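 further: median GFP fluorescence of the barcode-gated MEP2-GFP cells per well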
Active calls of the source: *; . = no result given.

SMILES	CIT2-GFP yeast	MEP2-GFP yeast	CR mimetic SO	GRK2 inh	LAP4-GFP MLPCN	AGP1-GFP MLPCN	VLA-4 inh	RPL19A-GFP yeast
CCC1(c2ccccc2)NC(=O)N(CC(=O)Nc2cccc(S(=O)(=O)N3CCCC3)c2)C1=O (stereo not drawn)	108.1	104.9	96.7	0.0	105.4	111.7	15.1	104.8
CCOC(=O)c1cc(-c2ccccc2)n(CCC(=O)O)c1C	95.8	102.1	115.1	0.0	95.4	98.5	-6.0	102.2
Cc1ccc(NC(=O)/C=C/c2cccc(C(F)(F)F)c2)cc1	95.8	100.9	100.2	0.0	88.3	100.9	13.5	101.5
COc1ccccc1C(=O)NCCC(=O)NCc1cccs1	93.3	102.7	121.4	3.0	98.3	98.3	-28.9	100.0
Cc1cccc(NC(=O)c2ccccc2NC(=O)c2ccco2)c1	93.0	94.9	89.7	8.0	106.1	98.2	-19.0	95.3
Cn1c(=O)oc2cc(S(=O)(=O)N3CCC(C(=O)NCc4ccccc4)CC3)ccc21	116.7	99.2	102.2	2.0	121.1	108.2	-0.5	102.3
Cc1ccccc1NC(=S)Nc1cccc2cnccc12	107.1	110.2	96.5	0.0	103.3	114.0	7.0	113.8
O=C(CSC(=S)N1CCCC1)N1CCN(S(=O)(=O)c2cccc(F)c2)CC1	102.3	103.0	86.4	1.0	106.1	113.4	0.1	95.3
Cc1ccc(CC(=O)Nc2ncc([N+](=O)[O-])s2)cc1	89.9	95.3	86.7	0.0	97.4	94.0	-4.4	97.2
Cc1c(C(=O)NCC(c2ccco2)N(C)C)oc2c(Cl)cccc12 (stereo not drawn)	93.5	101.9	90.6	1.0	107.6	103.4	-1.6	101.8
O=C(NC1CC1)C(Cc1ccccc1)NS(=O)(=O)c1ccccc1F (stereo not drawn)	94.5	102.4	101.4	19.0	103.0	93.6	-10.2	96.5
COc1cccc(CNC(=O)CCC2CCCN(C(=O)c3cccc4c(C)c(C)[nH]c34)C2)c1 (stereo not drawn)	98.3	98.1	93.9	3.0	105.6	107.5	3.9	100.2
O=c1[nH]c2ccc(NS(=O)(=O)c3ccc(Cl)cc3)cc2[nH]1	98.3	99.5	111.0	0.0	100.2	97.1	4.1	98.7
O=C(N1CCOCC1)N1CCN(S(=O)(=O)c2ccc(F)cc2)CC1	97.0	102.3	107.8	0.0	91.6	97.5	12.0	105.8
CC(C)Oc1ccc(/C=N/NC(=O)c2nnn(-c3nonc3N)c2CN(C)c2ccccc2)cc1	95.5	97.9	84.8	0.0	100.7	100.0	-102.7	98.5
Cc1cccc(OCCn2cc(/C=N/NC(=O)c3ccncc3)c3ccccc32)c1	100.7	110.1	92.4	1.0	93.0	98.3	12.5	108.2
O=C(CCN1CCN(c2ccccn2)CC1)Nc1ccc(F)cc1	96.6	98.6	104.1	0.0	99.2	101.0	-3.1	98.5
CC1CCN(C(=O)CSc2nnc(-c3ccco3)o2)CC1	105.2	98.2	99.8	0.0	103.0	100.0	1.0	99.8
COc1ccc2c(c1)NC(C)(C)C=C2C	103.0	106.7	82.9	0.0	104.1	110.2	-6.2	104.6
O=C(c1ccco1)N1CCN(S(=O)(=O)c2ccc3c(c2)OCCO3)CC1	105.1	121.0	104.5	2.0	119.6	111.4	15.8	105.2

(next part)
SMILES	CIT2-GFP yeast	MEP2-GFP yeast	CR mimetic SO	GRK2 inh	LAP4-GFP MLPCN	AGP1-GFP MLPCN	VLA-4 inh	RPL19A-GFP yeast
CCCCN1C(=N)N([C@@H](C)CN2CCC[C@H]2CN2C(N)=NC[C@@H]2Cc2ccccc2)C[C@H]1Cc1ccccc1	87.2	95.4	89.2	0.0	98.9	97.6	-1.4	92.0
Cc1c(-c2ccncc2)oc2ccc(Br)cc2c1=O	94.6	104.4	103.1	1.0	97.4	95.6	-1.0	99.6
Cc1ccc(-c2cccc(NC(=O)C3C(C(=O)O)[C@@H]4C=C[C@H]3C4)c2)o1 (stereo partly drawn)	103.4	107.4	97.0	0.0	111.4	.	8.1	102.1
N/C(=N\N=C\c1ccnc2ccccc12)SC1CC(=O)N(c2ccc(Br)cc2)C1=O (stereo not drawn)	101.2	96.2	97.8	3.0	91.4	92.6	5.2	89.4
Cn1c(SCC(=O)OCC(=O)c2ccccc2)nnc1-c1cccs1	95.8	94.4	102.0	1.0	104.2	98.9	5.9	98.2
Cc1ccc(-c2nnn(CCC(=O)NC(C)(C)C)n2)cc1	93.3	98.2	99.8	1.0	99.4	97.3	-4.0	96.3
CCN(CC)CC(C(=O)N(CC)CC)P(=O)(c1ccccc1)c1ccccc1 (stereo not drawn)	116.6	104.1	89.0	8.0	96.2	91.9	1.1	100.5
Cc1ccccc1NC(=O)CCC(=O)N/N=C/c1ccc(F)cc1	91.5	102.6	82.5	3.0	87.2	92.8	7.7	97.6
COc1cccc(NC(=O)CNC(=O)c2ccc([N+](=O)[O-])cc2)c1	98.0	103.1	129.6	0.0	103.9	103.2	17.7	99.3
C=CCC1(O)C(=O)Nc2ccccc21 (stereo not drawn)	113.1	107.0	93.4	.	101.5	110.6	14.3	103.7
O=S(=O)(c1ccccc1)N1CCCC1c1nc2ccccc2s1 (stereo not drawn)	92.7	97.1	100.7	2.0	108.5	.	-0.7	97.4
COc1ccc(N(CC(=O)Nc2cc(C)on2)S(=O)(=O)c2ccc(Cl)cc2)cc1	106.6	104.4	93.4	1.0	98.4	99.4	11.5	96.0
CS(=O)(=O)N(CC(=O)N1CCOCC1)Cc1ccc(Cl)cc1	92.8	97.1	97.8	1.0	95.1	98.7	-6.3	96.7
CCOC(=O)c1c(C2CC2)csc1NC(=O)COC(=O)CCS(=O)(=O)c1ccc(C)cc1	92.2	109.8	97.2	0.0	104.7	97.9	-11.1	105.8
CC(C)CCNC(=O)c1cc2c(s1)-c1ccccc1S(=O)(=O)C2	87.1	104.0	92.4	0.0	99.5	94.8	-4.8	93.6
O=C1C2C3C=CC(CC3)C2C(=O)N1c1ccc(Cl)cc1Cl (stereo not drawn)	99.3	100.4	109.5	0.0	91.3	99.8	4.6	98.7
CCN(CC)S(=O)(=O)c1ccc(NC(=O)C2COc3ccccc3O2)cc1 (stereo not drawn)	92.3	99.2	107.3	0.0	91.8	91.3	3.8	100.3
COC(=O)c1nc(C(=O)OC)c(C(=O)OC)nc1C(=O)OC	94.0	96.8	108.5	1.0	98.8	104.0	6.4	101.8
COc1cc(Cl)c(C)cc1NC(=O)COC(=O)C1=NN(c2ccccc2)C(=O)CC1	92.4	99.1	80.2	1.0	108.5	96.0	11.1	95.6
CCCCC(=O)Nc1c2c(nn1-c1cccc(C)c1C)CS(=O)(=O)C2	117.3	101.5	108.4	0.0	94.2	104.8	25.7	104.8

Four of these compounds, set out differently:
Values run as follows: CIT2-GFP yeast, MEP2-GFP yeast, CR mimetic SO, GRK2 inh, LAP4-GFP MLPCN, AGP1-GFP MLPCN, VLA-4 inh, RPL19A-GFP yeast
Cc1ccccc1NC(=O)CCC(=O)N/N=C/c1ccc(F)cc1
  91.5, 102.6, 82.5, 3.0, 87.2, 92.8, 7.7, 97.6
COc1cccc(NC(=O)CNC(=O)c2ccc([N+](=O)[O-])cc2)c1
  98.0, 103.1, 129.6, 0.0, 103.9, 103.2, 17.7, 99.3
C=CCC1(O)C(=O)Nc2ccccc21 (stereo not drawn)
  113.1, 107.0, 93.4, ., 101.5, 110.6, 14.3, 103.7
O=S(=O)(c1ccccc1)N1CCCC1c1nc2ccccc2s1 (stereo not drawn)
  92.7, 97.1, 100.7, 2.0, 108.5, ., -0.7, 97.4

(more compounds)
SMILES	CIT2-GFP yeast	MEP2-GFP yeast	CR mimetic SO	GRK2 inh	LAP4-GFP MLPCN	AGP1-GFP MLPCN	VLA-4 inh	RPL19A-GFP yeast
CCc1cccc(NC(=O)Cn2c(=O)n(CCC(=O)NCC3CCCO3)c(=O)c3cc(OC)c(OC)cc32)c1 (stereo not drawn)	94.0	101.3	109.0	0.0	82.5	87.8	-4.8	92.2
N=c1c2c(-c3ccccc3)c(-c3ccccc3)n(Cc3ccccc3)c2ncn1CCCn1ccnc1	116.3	119.7	108.7	0.0	104.0	113.9	27.7	98.8
CCOc1cc(/C=C2/NC(=S)NC2=O)ccc1OCc1ccc([N+](=O)[O-])cc1	104.7	123.0	85.2	0.0	87.3	109.4	7.5	105.8
Cc1cccc(C(=O)NCC(=O)NCCSc2ccc(Br)cc2)c1	100.1	101.0	95.8	1.0	104.0	105.5	3.7	97.3
Cc1n[nH]c(=O)c2c(NC(=O)CSc3nc4ccccc4c(=O)n3-c3ccc(OC(F)F)cc3)oc(C)c12	99.5	106.9	91.2	6.0	114.6	111.8	-18.1	101.1
COc1ccc(CC(=O)OCC(=O)NCc2ccc(Cl)cc2)cc1	105.5	105.1	105.2	0.0	91.5	93.2	-1.0	104.0
CCOC(=O)N/N=C/c1ccc(OCCSc2ccc(Cl)cc2)c(OC)c1	106.8	101.3	89.6	0.0	91.2	96.3	-5.5	97.0
O=C(COC(=O)Cc1ccccc1[N+](=O)[O-])NCC1CCCCC1	99.0	95.3	95.2	1.0	91.0	88.9	10.2	99.8
OC(CNCc1ccccc1F)(c1ccc(F)cc1)c1ccc(F)cc1	99.0	100.3	88.6	0.0	90.4	95.9	0.2	100.2
O=P(O)(COc1ccccc1)COc1ccccc1	94.8	101.4	92.9	6.0	89.2	100.6	-2.7	100.8
COc1ccc(CNC(=O)c2cc3c(C)nc4ccccc4c3o2)c(OC)c1	93.2	100.2	79.9	7.0	103.0	92.8	2.3	90.0
CCNC(=S)N1CCC(Cc2ccccc2)CC1	102.5	105.2	104.5	1.0	103.7	102.8	-19.8	109.8
O=C(NCCN1C(=O)S/C(=C/c2ccccc2)C1=O)C1CC(=O)N(Cc2ccccc2)C1 (stereo not drawn)	96.4	105.3	101.3	0.0	100.0	102.8	10.6	100.0
O=C(CSc1nc2[nH]ncc2c(=O)n1-c1ccccc1Br)NCc1ccccc1Cl	95.2	90.3	89.7	1.0	90.0	92.5	1.3	88.4
COc1ccc(N/N=C2/CCCCC2=O)cc1	100.5	97.7	102.2	2.0	88.8	97.8	3.6	97.5
CC(C1CC1)N(Cc1ccccc1)C(=O)NC(=O)c1ccccc1 (stereo not drawn)	102.0	105.7	104.0	2.0	112.6	108.2	1.4	97.6
O=C(CSc1ncccn1)c1ccccc1Br	100.4	101.3	89.0	0.0	103.7	91.8	9.1	94.2
CCCCN(CC)CCNc1c(N2CCN(C(=O)OCC)CC2)c(=O)c1=O	102.0	102.5	106.7	4.0	103.3	96.2	4.8	101.9
COCCN(Cc1ccc(F)cc1)C(=O)c1cc2ccccc2oc1=O	97.1	101.0	101.8	0.0	92.6	108.0	-8.9	101.0
CCc1noc(C)c1C(=O)N1CCCC(C(=O)c2ccc(OC)c(F)c2)C1 (stereo not drawn)	103.6	110.2	103.7	0.0	103.0	103.8	-0.3	104.3

(further entries)
SMILES	CIT2-GFP yeast	MEP2-GFP yeast	CR mimetic SO	GRK2 inh	LAP4-GFP MLPCN	AGP1-GFP MLPCN	VLA-4 inh	RPL19A-GFP yeast
Cc1ccc2cc3cc(C(=O)NCCN4CCOCC4)oc3nc2c1	115.5	129.6	98.2	0.0	106.3	103.9	2.1	102.1
CC(=O)Nc1ccc(S(=O)(=O)NNC(=O)c2ccc(S(=O)(=O)N3CCCCC3)cc2)cc1	100.7	104.9	96.7	0.0	94.1	106.1	9.1	102.2
CS(=O)(=O)N(CC(=O)N1CCN(Cc2ccc3c(c2)OCO3)CC1)C1CCCCC1	107.4	101.1	87.6	0.0	102.5	100.2	10.6	95.9
COc1ccc(/C(=N/Nc2ncnc3ccccc23)C(=O)O)cc1	93.7	121.0	96.9	0.0	103.2	90.2	-8.3	95.3
O=C(CC(c1ccccc1)c1ccccc1)NCC1CCCO1 (stereo not drawn)	100.3	105.4	93.6	0.0	96.8	99.1	1.7	97.0
O=C(COC(=O)CNC(=O)c1ccccc1)Nc1ccc(Cl)cc1C(F)(F)F	92.4	96.5	98.2	0.0	111.0	102.0	10.0	97.0
